FBPA coupling cs – counter-screen for Giardia aldolase inhibitors: coupling enzyme system. coupling enzyme system counterscreen, AmpLite Red fluorescence. activity change, negative = inhibition, % at 58.2 µM, hits read low. 0.67% of 290,000 active. AID 2472; in the data active = activity change below about -30%; note: % is set by controls: 0 for no effect and ±100 for the full control effect
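Compounds tested against the coupling enzymes alone at 57.5 uM final; readout was AmpLite Red fluorescence (525/598 nm) after 20 min at RT.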
Giardia kill – Giardia lamblia killing | Giardia lamblia trophozoite viability | activity change, % at 7.66 µM, hits read low | 0.15% of 340,000 active; in the data active = activity change below about -80%; inconclusive = between about -30% and that limit;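 note: parasites exposed to compound for two days anaerobically before the ATP read; % is set by controls: 0 for no effect and ±100 for the full control effect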
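Killing of trophozoites was scored by loss of ATP luminescence after a 48 hrs anaerobic exposure to compounds at 37 deg C, using 100 cells per well.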
Chronic BCR inh – chronic active BCR signaling inhibition; ABC-DLBCL IkBa-CBG/CBR reporter, luminescence ratio, 4 h; Potency, µM (titrated, usually from 46.1 µM), inactives show at the top dose ratio change, negative = lower green/red ratio, actives largely listed as inhibitors; 0.05% of 340,000 active; active = well fitted inhibition curve with a large enough effect in the signal ratio, with a control signal flat, not every such curve was filed as active; inconclusive = small, poorly fitted or top-dose-only effect, or effect the other way, or a change in a side signal; the % refers to the signal ratio;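 note: potency is the fitted concentration of half-maximal effect; plate controls were basal doxycycline-induced cells for no effect and cells given 10 µM MG132 for full effect; MG132 reads +100%, hits lower the ratio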
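TMD8 ABC-DLBCL cells carrying doxycycline-inducible green luciferase fused to IkappaBalpha plus unfused red luciferase were exposed to compounds (up to 46 uM) for 4 hrs at 37C. Activity came from the overlap-corrected green/red luminescence ratio.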
TSHR antag – blocks TSH signaling through the human TSH receptor; P16473; TSHR-expressing cells, TSH-stimulated cAMP HTRF, 2 h; hits give low values; activity change, negative = inhibition, % at 11.5 µM; 0.2% of 330,000 active;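 active = activity change below a set negative limit, meaning inhibition stronger than a set level, cut at about -70% in these data; inconclusive = activity change between two set negative limits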; note: % is set by controls: 0 for no effect and ±100 for the full control effect
Target sequence (P16473 whole entry, looked up): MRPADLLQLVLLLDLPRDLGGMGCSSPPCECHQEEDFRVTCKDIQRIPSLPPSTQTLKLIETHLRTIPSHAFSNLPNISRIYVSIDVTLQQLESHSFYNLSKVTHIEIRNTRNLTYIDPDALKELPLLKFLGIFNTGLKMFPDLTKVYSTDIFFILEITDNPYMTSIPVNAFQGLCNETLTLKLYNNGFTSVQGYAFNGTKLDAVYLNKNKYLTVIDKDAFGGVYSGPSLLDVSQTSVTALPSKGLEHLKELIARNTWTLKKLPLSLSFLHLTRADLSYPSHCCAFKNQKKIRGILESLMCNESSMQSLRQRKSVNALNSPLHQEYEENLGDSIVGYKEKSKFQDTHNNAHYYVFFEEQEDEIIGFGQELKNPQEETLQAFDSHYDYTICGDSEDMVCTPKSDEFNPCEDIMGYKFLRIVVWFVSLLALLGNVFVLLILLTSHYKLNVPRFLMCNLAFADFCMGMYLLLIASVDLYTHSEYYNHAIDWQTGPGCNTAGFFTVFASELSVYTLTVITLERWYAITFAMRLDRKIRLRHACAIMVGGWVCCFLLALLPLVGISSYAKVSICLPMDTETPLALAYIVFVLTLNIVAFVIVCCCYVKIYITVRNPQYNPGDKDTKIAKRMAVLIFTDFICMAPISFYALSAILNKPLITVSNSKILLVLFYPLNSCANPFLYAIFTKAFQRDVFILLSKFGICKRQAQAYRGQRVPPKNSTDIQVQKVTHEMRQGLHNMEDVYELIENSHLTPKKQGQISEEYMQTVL
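TSHR-expressing cells, 200/well, pre-treated with compound, then stimulated with EC80 TSH (4nM final) for 2 hours at 37 deg C. cAMP measured by competitive HTRF: anti-cAMP cryptate antibody in lysis buffer plus cAMP-d2, read after 30 minutes at room temperature.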
AT treatment – potential ataxia-telangiectasia treatment; AID 485349; Potency, µM (series often up to 57.5 µM), without a hit: at the highest dose activation, usual class: activators; […] A-T fibroblasts, KAP-1 phosphorylation AlphaLISA; neocarzinostatin DNA damage 30 min before lysis; 0.19% of 320,000 active; note: potency is the fitted concentration of half-maximal effect; % of control where 0% means no effect; nearly all actives have a fitted effect of over 45% in size
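ATM-like activity read as KAP-1 phosphorylation via AlphaLISA donor/acceptor antibody pairs after lysis and 6 hr at 25C. Cells were ATM-null patient fibroblasts ([…], hTERT), dosed 60 min, then exposed to the DSB inducer NCS for 30 min.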
Tb PFK block – blocks T. brucei phosphofructokinase; AID 485367; Potency, µM (doses to about 57.5 µM), without a hit: at the top dose activity, negative = inhibition, actives largely listed as inhibitors; T. brucei PFK, ADP-Glo luminescence; 0.17% of 330,000 active; O15648;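 note: potency is the fitted concentration of half-maximal effect; 0% = uninhibited 1x PFK enzyme wells and -100% = no-enzyme wells; nearly all actives have a fitted effect of over 60% in size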
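PFK 1.25 nM, F6P 0.5 mM, ATP 0.1 mM, 0.1 M TEA pH 8.0, 5 mM MgCl2, 0.01% Tween20, 0.1% BSA; 45 min RT. ADP-Glo readout. qHTS titration up to 57 uM; curves fitted, compounds curve-classed.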
GALK inh – inhibitors of human galactokinase | Potency, µM (highest dose often 57.5 µM), without a hit: at the top dose activity change, negative = inhibition, actives largely listed as inhibitors | Purified GALK, Kinase-Glo residual ATP luminescence | 0.007% of 270,000 active | P51570 | AID 1868; note: potency is the fitted concentration of half-maximal effect; % is set by controls: 0 for no effect and ±100 for the full control effect
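Galactose (100 uM) and ATP (35 uM) were turned over by 5 nM GALK for 1 h at RT. Kinase-Glo Plus then converted the remaining ATP into a luminescent signal.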
MLL CXXC-DNA inh – blocks binding of human MLL CXXC domain to DNA; Q03164; MLL-CXXC / FITC-HOXA9 DNA fluorescence polarization; Potency, µM (highest dose often 115 µM), for inactives: top-dose activity change, negative = inhibition, most hits filed as inhibitors; 0.037% of 290,000 active; active = well fitted inhibition curve with a large enough effect in the polarisation, with a control signal flat, not every such curve was filed as active; inconclusive = small, poorly fitted or top-dose-only effect, or effect the other way, or a change in a side signal; inactive = no such curve, though single readings can be large or run the other way; the % refers to the polarisation; note: potency is the fitted concentration of half-maximal effect
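Fluorescence polarization: 7 uM MLL-CXXC (stock) preincubated 5 min with compounds, then 50 nM fluorescein-HOX-A9 DNA (stock) added; 30 min ambient. Buffer 50 mM Tris-HCl pH 7.5, 50 mM NaCl, 1 mM DTT, 0.05% BSA.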
hERG WT inh – blocks the wildtype human KCNH2 potassium channel; U2OS, BacMam KCNH2, thallium flux FluxOr; hits give low values; activity change, % at 1.84 µM; 0.37% of 340,000 active; AID 720551;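 active = maximum activity change below -70%; inconclusive = maximum activity change between -70% and -50%; inactive = maximum activity change above -50%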; note: % is set by controls: 0 for no effect and ±100 for the full control effect
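U2OS cells were transduced with wild-type KCNH2 virus (2.03 x 10^8 / mL) for 4 h at room temperature, then cultured overnight at 37 C. Thallium flux was read with FluxOr dye. Rate constants were normalized to DMSO controls.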
TCR activator – activators of T cell receptors | primary human leukocytes, anti-CD3, IL-2 HTRF, 48 h | Potency, µM (top dose mostly 9.22 µM), for the others: at the top dose activation of IL-2 secretion, most hits filed as activators | 330,000 tested, under 10 active | AID 504894; note: % of control where 0% means no effect
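IL-2 produced over 48 hr by a-CD3 bead-stimulated primary human leukocytes exposed to compounds was detected with a homogeneous time-resolved FRET immunoassay, 665nm acceptor signal after 320nm excitation.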
* hit, by the source's call; ? = inconclusive; . = not tested or not shown; & = joins results of further samples; [ ] = another dose, or the depositor's remark. Unless noted, calls come from the whole dose curve; as a rule, active = well fitted curve in the direction sought with a large enough effect; inconclusive = small, poorly fitted or top-dose-only effect, or another doubt; inactive = no such curve, though single readings can be large; an effect the other way counts as inactive or inconclusive.

Structure | FBPA coupling cs | Giardia kill | Chronic BCR inh | TSHR antag | AT treatment | Tb PFK block | GALK inh | MLL CXXC-DNA inh | hERG WT inh | TCR activator
CC(=O)Nc1ccc(NC(=O)c2sc3nc4n(c(=O)c3c2C)CCCCC4)cc1 | 0 | -15 | 0% | -6 | 0% | 0% | 15% | 18% | . | -5%
Cc1cc(C)c2c(N)c(C(=O)N3CCCCCC3)sc2n1 | 0 | 14 | 15% | -1 | 4% | -26% | -4% | 2% | 2 | 1%
Cc1ccc(NC(=O)NNC(=O)c2cc3ccccc3cc2O)cc1 | 0 | -4 | 11% | -2 | -7% | 1% | -1% | 35%[activator] | 3 | -4%
C=CCN1C(=O)CN=C1Nc1ccc(OC)cc1OC | 1 | -6 | -4% | -2 | -1% | 5% | -1% | 10% | 5 | -4%
COC(=O)CCc1c(C)[nH]c(=S)[nH]c1=O | -1 | 8 | 0% | 7 | 7% | 0% | 4% | -17% | -18 | 6%
CCc1ccc2oc(-c3ccc(NC(C)=O)cc3)nc2c1 | -1 | -13 | ? | -17 | 6% | -4% | -2% | 11% | -6 | .
O=C(CSc1nncn1-c1ccccc1)Nc1ccc(F)cc1F | 2 | -9 | 5% | 1 | -1% | -4% | 12% | -8% | 2 | 0%
COc1ccc(C2C(C#N)=C(C)NC3=C2S(=O)(=O)c2ccccc23)cc1 (stereo not given) | -10 | -1 | 9% | -13 | -3% | 0% | -2% | -1% | 0 | 4%[46.1 µM]
COc1ccc(/C=N/OCC(=O)N=Nc2c(O)[nH]c3ccc(Br)cc23)cc1 | 1 | 27 | ? | -21 | -5% | 2% | -2% | -3% | -4 | 2%
Cc1cccc(NC(=O)CSc2nnc(-c3ccccc3C)o2)c1 | 0 | 17 | ? | -6 | . | -5% | -2% | -13% | -18 | -5%
COc1cc(/C=C/[N+](=O)[O-])ccc1OC(=O)/C=C/c1ccc(F)cc1 | -1 | 15 | 1% | -7 | 6% | 6% | 3% | 10% | -8 | -6%
CC(C)CC(=O)Nc1nc(=S)ss1 | 4 | -19 | 2% | 6 | -2% | -3% | 1% | 14% | 2 | -3%
CCNS(=O)(=O)c1ccc(NC(=O)c2ccc(Cn3cc(Br)cn3)o2)cc1 | 0 | 13 | -10% | 1 | 1% | -5% | . | 2% | 28 | 0%[46.1 µM]
CSc1nnc(C)c(=O)n1COC(=O)COc1ccc2ccccc2c1 | 2 | 1 | -3% | -8 | -2% | 8% | 1% | 10% | -6 | -4%[46.1 µM]
COc1cccc(C(=O)OCc2ccccc2C#N)c1O | -3 | -6 | 6% | -8 | 18% | 0% | 2% | 8% | -10 | -2%
CCN1C(=NCC(C)C)N[C@@H](CCc2ccccc2)[C@H](C(=O)NCC(C)C)[C@H]1C | 0&-1 | -15 | -3%&0% | -1&2 | 12%&-2% | 1%&0% | . | 19%&-2% | -5 | 6%
C=CCn1c(C)cc(C(=O)CSc2nnc(NCc3ccccc3)s2)c1C | -1 | -17 | ? | 20 | -15% | -2% | 1% | 10% | 2 | 3%
CC(C)NS(=O)(=O)c1ccc(CCC(=O)Nc2cc(Cl)ccc2Oc2ccccc2)cc1 | -2 | -15 | ? | -10 | 3% | 1% | -3% | 9% | 9 | -1%
COc1ccc(N2CCN(C(=O)/C(C#N)=C/c3ccccc3)CC2)cc1 | -11 | -4 | -21% | -4 | 0% | 1% | -1% | ? | 2 | 5%
COc1ccc(Br)cc1/C=N/Nc1cccc(C(=O)O)c1 | 6 | 4 | ? | -2 | 5% | 1% | -1% | -9% | -7 | -5%[46.1 µM]
COCCCN=C1NN=C(c2cc(C)n(-c3ccccc3F)c2C)CS1 | -3 | 3 | -18% | 15 | -7% | -3% | 0% | 1% | -3 | -5%
O=C(c1cc2cc(F)ccc2[nH]1)N1CCN(c2cccc(Cl)c2)CC1 | 0 | 9 | -5% | 0 | -1% | -11% | 0% | 15% | 1 | 0%
COc1ccc(C)cc1NC(=O)C(OC(=O)Cn1cnc2c1c(=O)n(C)c(=O)n2C)c1ccccc1 (stereo not given) | . | 6 | ? | -3 | 0% | 5% | . | . | -7 | 3%
O=C(NNC1OC(CO)C(O)C(O)C1O)c1cccnc1 (stereo not given) | -1 | 31[activator] | ? | -6 | -5%[11.5 µM] | 4% | 0% | -1% | -3 | 13%
CC[C@H](C)[C@@H](NC(=O)O[C@@H]1C(=O)c2cc(Br)ccc2O[C@H]1c1cccc(OC)c1)C(=O)OC | 2&1 | 19 | ? | -7 | -14% | -4% | . | 6% | 14 | 15%
CCOC(OCC)c1cn(Cc2ccc3c(c2)C(=O)c2ccccc2C3=O)nn1 | -1 | . | 11% | -7 | -5% | 2% | . | 7% | . | .
CC(=O)C1=C(O)C(=O)N(c2ccc(S(N)(=O)=O)cc2)C1c1ccc([N+](=O)[O-])cc1 (stereo not given) | 7 | -10 | 4% | 25 | 0% | -5% | 0% | -8% | 2 | 0%
Cc1cc(N2CCOCC2)nc(C(C)C)n1 | 1 | -3 | 2% | 5 | -1% | -4% | 1% | 0% | -8 | 2%
CN1N=C(C(=O)N2CCCC(Nc3ccc(F)c(F)c3)C2)CCC1=O (stereo not given) | . | 3 | 2% | 0 | 9% | -13% | 2% | 1% | 2 | -1%
CCOc1ccccc1N1CCN(C(=O)c2ccc(OCC(=O)N3CCOCC3)c(OC)c2)CC1 | -2 | 5 | -5% | -8 | 1% | 4% | 1% | 19% | 7 | 11%

Part of the list above, with each value named:
Structure: Cc1ccc(NC(=O)NNC(=O)c2cc3ccccc3cc2O)cc1
  FBPA coupling cs: 0; Giardia kill: -4; Chronic BCR inh: 11%; TSHR antag: -2; AT treatment: -7%; Tb PFK block: 1%; GALK inh: -1%; MLL CXXC-DNA inh: 35%[activator]; hERG WT inh: 3; TCR activator: -4%
Structure: CC(=O)C1=C(O)C(=O)N(c2ccc(S(N)(=O)=O)cc2)C1c1ccc([N+](=O)[O-])cc1 (stereo not given)
  FBPA coupling cs: 7; Giardia kill: -10; Chronic BCR inh: 4%; TSHR antag: 25; AT treatment: 0%; Tb PFK block: -5%; GALK inh: 0%; MLL CXXC-DNA inh: -8%; hERG WT inh: 2; TCR activator: 0%

The results go on:
Structure | FBPA coupling cs | Giardia kill | Chronic BCR inh | TSHR antag | AT treatment | Tb PFK block | GALK inh | MLL CXXC-DNA inh | hERG WT inh | TCR activator
CCC(=O)NC(Nc1c(C)n(C)n(-c2ccccc2)c1=O)C(Cl)(Cl)Cl (stereo not given) | 0 | 4 | ? | -7 | -6% | -4% | 10% | 4% | -10 | -6%
CC(=O)OC/C=C(\C)CCC=C(C)C | . | -2 | 2% | 11 | 1% | -4% | . | . | -6 | -1%
O=C(CN1CCOCC1)Nc1cc([N+](=O)[O-])ccc1Cl | 2 | -17 | ? | -2 | -7% | -3% | 13% | -4% | -7 | -5%
COc1ccccc1NC(=O)c1ccc(S(=O)(=O)N(C)c2ccccc2OC)cc1 | . | 21 | 2% | -2 | 2% | 0% | . | . | -15 | .
CC[C@]12c3[nH]c4cc(-c5ccco5)ccc4c3CCN1C(=O)[C@@H](CC(=O)NCCC1=CCCCC1)C[C@@H]2C(=O)N1CCN(C(=O)C2CC2)CC1 | . | -11 | -4% | -6 | 10% | -8% | . | . | 1 | 1%[46.1 µM]
CC1CCN(C(=O)CSCC(=O)O)CC1 | 2 | 2 | 3% | -1 | -3% | 1% | 6% | 4% | -3 | -1%
CC1CCN(C(=O)c2cc3ccccc3c(=O)o2)CC1 | 3 | 8 | 1% | 1 | 7% | -4% | 2% | -2% | -3 | 2%[46.1 µM]

Entries above that have fluorine (five):
Structure | FBPA coupling cs | Giardia kill | Chronic BCR inh | TSHR antag | AT treatment | Tb PFK block | GALK inh | MLL CXXC-DNA inh | hERG WT inh | TCR activator
O=C(CSc1nncn1-c1ccccc1)Nc1ccc(F)cc1F | 2 | -9 | 5% | 1 | -1% | -4% | 12% | -8% | 2 | 0%
COc1cc(/C=C/[N+](=O)[O-])ccc1OC(=O)/C=C/c1ccc(F)cc1 | -1 | 15 | 1% | -7 | 6% | 6% | 3% | 10% | -8 | -6%
COCCCN=C1NN=C(c2cc(C)n(-c3ccccc3F)c2C)CS1 | -3 | 3 | -18% | 15 | -7% | -3% | 0% | 1% | -3 | -5%
O=C(c1cc2cc(F)ccc2[nH]1)N1CCN(c2cccc(Cl)c2)CC1 | 0 | 9 | -5% | 0 | -1% | -11% | 0% | 15% | 1 | 0%
CN1N=C(C(=O)N2CCCC(Nc3ccc(F)c(F)c3)C2)CCC1=O (stereo not given) | . | 3 | 2% | 0 | 9% | -13% | 2% | 1% | 2 | -1%

Screens as filed in PubChem.
